AT treatment: candidate therapy for ataxia-telangiectasia. […] A-T fibroblasts, KAP-1 phosphorylation AlphaLISA; neocarzinostatin DNA damage 30 min before lysis. Potency, µM (series often up to 57.5 µM), without a hit: at the highest dose activation, actives largely listed as activators. hit rate 0.19% among 320,000; also: potency is read from the fitted curve at half-maximal effect; % of control where 0% means no effect; nearly all actives have a fitted effect of over 45% in size
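hTERT-immortalized A-T patient fibroblasts ([…]), 500 cells/well in OPTI-MEM, 1% FBS, got compounds for 60 min, then NCS for 30 min at 37C. Lysates were then assayed for phospho-KAP-1 by AlphaLISA (anti-pKAP1 donor, anti-KAP1 acceptor beads), 6 hr at 25C.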
CXXC DNA block: MLL CXXC-DNA interaction inhibition | Q03164 | hit rate 0.037% among 290,000 | MLL-CXXC / FITC-HOXA9 DNA fluorescence polarization | AID 2662 | Potency, µM (top dose mostly 115 µM), for the others: top-dose activity change, negative = inhibition, hits mostly inhibitors; active = well fitted inhibition curve with a large enough effect in the polarisation, with a control signal flat, not every such curve was filed as active; inconclusive = small, poorly fitted or top-dose-only effect, or effect the other way, or a change in a side signal; inactive = no such curve, though single readings can be large or run the other way; the % refers to the polarisation; also: potency is read from the fitted curve at half-maximal effect
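Steps: dispense CXXC domain solution (7 uM) → pin compounds or unlabeled HOX-A9 DNA control → 5 min ambient → add FLSN-HOX-A9 solution (50 nM) → spin → 30 min ambient → fluorescence polarization. Tris pH 7.5/NaCl/DTT/BSA buffer.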
ELG1 DNA repair: inhibitors of ELG1-dependent DNA repair in HEK293T cells; Potency, µM (highest dose often 46.1 µM), for the others: top-dose activity change, negative = inhibition, actives largely listed as inhibitors; hit rate 2.3% among 330,000; HEK293T ELG1-luciferase reporter, luminescence, 16 h; DNA damage induced by 5-fluorouridine; AID 504467; also: potency is read from the fitted curve at half-maximal effect; % is scaled to controls: 0 for no effect and ±100 for the full control effect; nearly all actives have a fitted effect of over 55% in size
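In this reporter screen, reduction of luminescence relative to DMSO vehicle indicated activity. Compounds and 5-fluorouridine were added together to 2,000 cells per well, incubated for 16 hr at 37 °C, then developed with ONE-Glo.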
Integrin act MD: activators of alpha7 integrin expression for muscular dystrophy; Potency, µM (doses to about 38.3 µM), for the others: at the top dose activation, actives largely listed as activators; alpha7betagal myoblasts, beta-gal FDG fluorescence, 48 h; hit rate 0.064% among 350,000; AID 624291;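 also: potency is read from the fitted curve at half-maximal effect; 100% = response of the positive control SU9516; nearly all actives have a fitted effect of over 60% in size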
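alpha7betagal+/- myoblasts (passage 13, 250/well) treated 48 h at 37C with compounds at 1:260 dilution of DMSO stock. Lysed, then beta-galactosidase activity read as FDG fluorescence (ex 480/em 540) after 30 min, with pre-read for autofluorescence.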
TCR act: activators of T cell receptors | primary human leukocytes, anti-CD3, IL-2 HTRF, 48 h | 330,000 tested, under 10 active | Potency, µM (top dose mostly 9.22 µM), inactives show at the highest dose activation of IL-2 secretion, usual class: activators; also: % of control where 0% means no effect
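Human primary leukocytes + a-CD3 beads + cpd, 48 hr; IL-2 in supernatant by HTRF (ex 320nm / em 665nm). No co-stimulatory signal supplied.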
BRCA1 expr act: activators of BRCA1 expression; MCF7-BRCA1-FFLuc reporter, luminescence, 48 h; response scale: scaled: vehicle 0%, 10 µM genistein 100%; Potency, µM (titrated, usually from 46.1 µM), for the others: at the top dose activation, most hits filed as activators; hit rate 1.1% among 380,000; AID 624202; also: potency is read from the fitted curve at half-maximal effect; nearly all actives have a fitted effect of over 80% in size; some results filed as inactive show a strong effect at the top dose
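Cells: MCF7-BRCA1-FFLuc, 2000/well. Exposure: 48 h, 37 °C, 5% CO2. Read: luminescence, 15 min post-substrate. Controls: genistein 10 microM (maximal activation), DMSO (neutral).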
B2AR arrestin: beta2AR (human) beta-arrestin recruitment activity; AID 492947; Potency, µM (highest dose often 46.1 µM), inactives show at the highest dose activation, most hits filed as activators; hit rate 0.02% among 330,000; beta-arrestin recruitment to beta2AR, cell-based reporter; P07550;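 also: potency is read from the fitted curve at half-maximal effect; 0% = DMSO controls and full agonism = EC100 isoproterenol or metaproterenol; nearly all actives have a fitted effect of over 65% in size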
Target sequence (P07550 whole entry, looked up): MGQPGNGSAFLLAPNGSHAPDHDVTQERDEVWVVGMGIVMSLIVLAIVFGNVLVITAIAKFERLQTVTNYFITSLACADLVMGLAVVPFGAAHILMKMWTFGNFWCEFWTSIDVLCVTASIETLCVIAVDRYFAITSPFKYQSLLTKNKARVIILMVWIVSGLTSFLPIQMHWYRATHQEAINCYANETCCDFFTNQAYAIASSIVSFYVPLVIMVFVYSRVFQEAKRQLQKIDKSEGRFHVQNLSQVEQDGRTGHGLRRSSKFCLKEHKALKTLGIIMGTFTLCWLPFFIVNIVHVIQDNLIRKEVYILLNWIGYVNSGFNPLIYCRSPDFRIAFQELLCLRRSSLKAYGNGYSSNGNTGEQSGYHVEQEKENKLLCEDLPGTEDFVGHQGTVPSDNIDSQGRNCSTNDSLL
TRPV1 ag: agonists of human vanilloid receptor 1 (TRPV1) | hit rate 0.19% among 320,000 | activation, % at 8.33 µM | Q8NER1 | AID 540275 | TRPV1-expressing cells, Fluo-8 calcium influx, agonist mode; in the data active = activation above about 80%; inconclusive = between about 30% and that limit; also: 0% is about no effect
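Cells expressing TRPV1 were dye-loaded with Fluo-8 and read kinetically: 10 s baseline, 3 min after compound (agonist portion), then 2 min after EC20 capsaicin (allosteric enhancer portion). Calcium-bound dye fluorescence at 480/520 nm.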
p53 reactivator: re-activators of mutant p53; hit rate 0.063% among 320,000; AID 504706; H1299 p53-A138V BP100-luciferase reporter, luminescence, 24 h; Potency, µM (titrated, usually from 92.2 µM), without a hit: at the top dose activity change, positive = activation, hits mostly activators; also: potency is read from the fitted curve at half-maximal effect; % of control where 0% means no effect; nearly all actives have a fitted effect of over 45% in size
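p53-null H1299 cells stably carrying temperature-sensitive p53-A138V and a BP100-luciferase reporter were pinned with compounds (4-point, 1:5 series) and held 24 hrs at 37 deg C. Luminescence was read 10 min after detection reagent.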
PTAP TSG101 blk: blocks PTAP/TSG101 interaction to inhibit HIV-1 budding. Potency, µM (series often up to 115 µM), for inactives: at the top dose activity change, negative = inhibition, most hits filed as inhibitors. Q99816. Fluorescence polarization, FITC-PTAP peptide / Tsg101 binding. AID 493005. 340,000 tested, under 10 active; active = well fitted inhibition curve with a large enough effect in the main read-out, with a control signal flat, not every such curve was filed as active; inconclusive = small, poorly fitted or top-dose-only effect, or effect the other way, or a change in a side signal; inactive = no such curve, though single readings can be large or run the other way; also: potency is read from the fitted curve at half-maximal effect; % of control where 0% means no effect
Target sequence (Q99816 whole entry, looked up): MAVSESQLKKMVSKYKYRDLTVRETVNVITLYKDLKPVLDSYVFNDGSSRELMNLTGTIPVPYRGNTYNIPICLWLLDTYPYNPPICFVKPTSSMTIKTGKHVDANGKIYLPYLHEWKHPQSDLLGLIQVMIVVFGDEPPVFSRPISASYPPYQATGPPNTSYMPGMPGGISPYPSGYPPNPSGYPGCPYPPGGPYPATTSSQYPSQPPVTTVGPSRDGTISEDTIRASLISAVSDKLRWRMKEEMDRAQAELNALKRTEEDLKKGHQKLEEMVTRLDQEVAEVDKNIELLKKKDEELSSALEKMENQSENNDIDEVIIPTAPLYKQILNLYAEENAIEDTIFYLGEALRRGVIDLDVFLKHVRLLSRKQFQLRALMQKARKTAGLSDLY
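Fluorescence polarization binding of Tsg101 binding domain (10 uM final) to FITC-labeled PTAP peptide (50 nM final) in HEPES pH 7.5 buffer with NaCl, Tween 20, EDTA, TCEP. Compounds added before peptide; binding 20 min at RT.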
* hit, by the source's call; u = inconclusive; x = no result given; [ ] = remark or other dose. Unless noted, calls follow the shape of the dose curve; as a rule, active = well fitted curve in the direction sought with a large enough effect; inconclusive = small, poorly fitted or top-dose-only effect, or another doubt; inactive = no such curve, though single readings can be large; an effect the other way counts as inactive or inconclusive.

Each structure is followed by: AT treatment | CXXC DNA block | ELG1 DNA repair | Integrin act MD | TCR act | BRCA1 expr act | B2AR arrestin | TRPV1 ag | p53 reactivator | PTAP TSG101 blk
CCCCNCC1CCCO1 (stereo not given)
  1% | -1% | -11% | 11% | -3% | 11% | -0.9% | 1 | 5% | -2%
Cc1cc(C)n(-c2ncc3c(n2)N(CCO)CCOC3=O)n1
  2% | 1% | 14% | -5% | -5% | 7% | -0.6% | -2 | 3% | -5%
COC(=O)C1=C(C)NC(C)=C(C(=O)OC)C1C(=O)OCc1nc2cc(C(=O)OC)ccc2c(=O)[nH]1
  0% | x | -30% | 0% | 1% | -19% | 0.1% | -1 | 3% | -3%
S=C1NC2(CCCCC2)Cc2ccccc21
  -6% | 2% | -12% | u | 1%[46.1 µM] | -7% | -0.6% | 9 | 0% | 0%
COc1ccccc1CNC(=O)COC(=O)CSc1ccc(C)c(C)c1
  10% | x | 7% | -20% | 8% | -24% | 0.1% | 12 | 11% | -5%
CSCCC(NS(=O)(=O)c1ccc(C)cc1)C(=O)N1CC=C(c2ccccc2)CC1 (stereo not given)
  11% | x | 2% | 5% | -23% | -18% | 0.0% | 9 | -2% | -1%
CCOC(=O)c1cc(C(=O)c2cc(Br)ccc2O)coc1=N
  0% | 2% | -9% | -4% | 2% | 0% | -0.2% | -7 | -2% | 0%
O=c1[nH]c2ccc(S(=O)(=O)NCCO)cc2[nH]1
  -1% | -3% | -5% | -1% | -1% | -13% | -0.5% | 0 | -3% | 0%
O=C(Nc1cccc(NC(=O)C2CC3CCCC(C2)C3=O)n1)C1CC2CCCC(C1)C2=O (stereo not given)
  -1% | -2% | u | 17% | -1% | -26% | -0.1% | -1 | -2% | -1%
Cc1ccccc1-c1nc(CN2CCN(C(=O)c3ccco3)CC2)c(C)o1
  1% | u | 8% | -12% | -3% | -5% | 4.8% | 3 | -3% | -7%

Single records, from the list above. Order of values: AT treatment | CXXC DNA block | ELG1 DNA repair | Integrin act MD | TCR act | BRCA1 expr act | B2AR arrestin | TRPV1 ag | p53 reactivator | PTAP TSG101 blk
Listed for O=C(Nc1cccc(NC(=O)C2CC3CCCC(C2)C3=O)n1)C1CC2CCCC(C1)C2=O (stereo not given) → -1% | -2% | u | 17% | -1% | -26% | -0.1% | -1 | -2% | -1%
Listed for Cc1ccccc1-c1nc(CN2CCN(C(=O)c3ccco3)CC2)c(C)o1 → 1% | u | 8% | -12% | -3% | -5% | 4.8% | 3 | -3% | -7%

(cont.)
Each structure is followed by: AT treatment | CXXC DNA block | ELG1 DNA repair | Integrin act MD | TCR act | BRCA1 expr act | B2AR arrestin | TRPV1 ag | p53 reactivator | PTAP TSG101 blk
Nc1ccc2c(c1)C(=O)c1ccccc1-2
  x | x | x | 17% | 4% | 26% | x | x | x | -1%
Cc1ccccc1OCc1nnc(SCC(=O)NCc2ccco2)n1C
  0% | 0% | 4% | 6% | -1% | 1% | -0.7% | 2 | -2% | -2%
O=C(NNC(=S)Nc1ccccc1)C1CC1
  1% | 1% | 3% | 25% | -3% | 12% | -0.4% | -7 | 1% | -11%
COc1ccccc1C=Cc1ccnc2ccccc12
  x | x | x | -49%[inhibitor] | 6% | -40% | x | x | x | 0%
COc1cc(C(=O)NCCC(=O)N2CCCCC2)cc(OC)c1OC
  -3% | -3% | 10% | 9% | -2% | -5% | -0.2% | 0 | -3% | -3%
Cc1cc(OCCN2CCCC2)ccc1C(C)C
  -1% | -1% | -4% | -45%[inhibitor] | 2%[46.1 µM] | 43% | -1.0% | 2 | 14% | -10%
O=c1cc(CN2CCC(Cc3ccccc3)CC2)nc2sccn12
  3% | 9% | -3% | -17% | -2% | 50% | -0.5% | -1 | -2% | 1%
COC(=O)c1ccc(N2C(=O)CC(N3CCC(O)(c4ccc(Br)cc4)CC3)C2=O)cc1 (stereo not given)
  2% | 10% | -8% | 5% | -1% | 0% | 0.3% | 1 | -5% | -5%
CC(=O)C1=C(C)NC(=O)CC1c1ccc(F)cc1 (stereo not given)
  0% | 6% | 10% | 0% | -2% | -3% | 0.0% | 0 | -3% | 3%
Cc1scc(-c2n[nH]c(=S)n2Cc2ccccc2)c1C
  -6% | 18% | -12% | 2% | -2%[46.1 µM] | -15% | -0.3% | 2 | 4% | 0%
COc1ccc2[nH]c(=O)c(CN(Cc3cccs3)C(=S)NCC3CCCO3)cc2c1 (stereo not given)
  x | 1% | 23µM* | -5% | -3% | -10% | -0.7% | 4 | -7% | 0%
CN(CCc1ccccc1)C(=O)c1cc(COc2ccc(F)cc2Cl)on1
  19% | 6% | u | 5% | -3% | 13µM* | 0.0% | 15 | 13% | 0%
Cc1ccc(NC(=O)C(C)OC(=O)Cn2[nH]c(=O)c3ccccc3c2=O)cc1 (stereo not given)
  8% | x | 17% | 25% | 4% | 0% | -0.3% | -6 | -4% | 1%
COc1cc(NC(=O)c2cccs2)c(OC)cc1NC(=O)CCC(=O)Nc1ccc(C)cc1
  1% | -1% | -7% | 11% | 4% | -10% | -0.7% | 2 | -2% | -4%
CCOc1ccc(S(=O)(=O)N2CCCC(C(=O)Nc3cccc(C)c3)C2)cc1 (stereo not given)
  6% | 13% | u | 16% | -7% | -3% | -0.6% | 6 | -6% | -3%
CC(CN)(NS(=O)(=O)c1ccccc1)c1ccccc1 (stereo not given)
  -9% | 1% | -8% | -7% | 5% | 2% | -0.9% | 4 | 6% | 3%
COc1ccc(C(C(=O)NC2CCCCC2)N(C(=O)c2ccccn2)c2cccnc2)c(OC)c1 (stereo not given)
  1% | 8% | 26% | 11% | -3% | -23% | 0.0% | 1 | 0% | -5%
CC(C)C(NC(=O)Cc1ccccc1[N+](=O)[O-])C(C)C
  5% | 6% | -18% | -5% | -1%[46.1 µM] | -10% | -0.6% | 5 | 2% | 0%
O=C(/C=C/c1ccc(Cl)cc1)Nc1ccc(N2CCCCC2)cc1
  2% | -21% | 6% | 3%[7.66 µM] | -3% | -1% | -0.7% | 6 | 31% | -4%
CCN(CC)S(=O)(=O)c1cccc(NC(=O)COc2ncnc3sccc23)c1
  1% | -6% | -19% | -28% | 7% | 0% | -0.1% | 0 | 3% | -6%

Going on with the list.
compound,AT treatment,CXXC DNA block,ELG1 DNA repair,Integrin act MD,TCR act,BRCA1 expr act,B2AR arrestin,TRPV1 ag,p53 reactivator,PTAP TSG101 blk
COc1ccccc1/C=C/C=C1\Oc2c(ccc(O)c2CN(C)C)C1=O,15%,u,0%,-7%,-1%,-1%,-0.9%,15,1%,u
O=C(OCCOCn1cc(Br)c(=O)[nH]c1=O)c1ccccc1,x,x,x,u,3%,0%,x,x,x,0%
CC(C)C[C@H](NC(=O)c1nc[nH]c1C(=O)N1CCC(C)CC1)C(=O)OC(C)(C)C,19%,-3%,17%,-25%,1%,10%,0.7%,11,-2%,-5%
CCN(c1ccccc1)S(=O)(=O)c1ccc(C(C(=O)OC)C(=O)OC)c([N+](=O)[O-])c1,0%,13%,-6%,-29%,1%,-5%,0.5%,1,2%,0%
C=CCn1cnc2scc(-c3ccc(OC)cc3)c2c1=O,2%,7%,0%,-19%,2%,-6%,5.3%,0,-7%,-1%
CC(C)CC(=O)NC(NC(=S)Nc1sc2c(c1C#N)CCCC2)C(Cl)(Cl)Cl (stereo not given),0%,-8%,-1%,-25%,6%,-57%,0.5%,3,8%,-10%
CCCc1nnc(SCC(=O)N2CCCCC2C)n1CC1CCCO1 (stereo not given),-6%,2%,1%,18%,-1%,-3%,-0.1%,-3,24%,-8%
O=C(O)c1ccc(CSc2ccccn2)cc1,13%,-11%,3%,6%,2%,-6%,0.1%,1,1%,-1%
Cc1cccc(NC(=O)CSCC(=O)N(C)Cc2ccc(Cl)c(Cl)c2)c1,-7%,x,5%,-28%,0%,-27%,0.3%,17,-4%,-1%
CCCC(=O)Nc1ccc(C(=O)COC(=O)C2CC2C)cc1 (stereo not given),24%,x,u,-26%,3%,11µM*,-0.2%,-5,34%,-12%
O=[N+]([O-])c1ccc(O)c(/C=N/Nc2ccccc2Cl)c1,12%,4%,u,14%,0%,0%,0.2%,18,3%,3%

With a hit mark in BRCA1 expr act, of those listed so far:
SMILES,CXXC DNA block,Integrin act MD,TCR act,BRCA1 expr act,B2AR arrestin,TRPV1 ag,p53 reactivator,PTAP TSG101 blk
CN(CCc1ccccc1)C(=O)c1cc(COc2ccc(F)cc2Cl)on1,6%,5%,-3%,13µM*,0.0%,15,13%,0%
CCCC(=O)Nc1ccc(C(=O)COC(=O)C2CC2C)cc1 (stereo not given),x,-26%,3%,11µM*,-0.2%,-5,34%,-12%
